M1 ag: human M1 muscarinic receptor agonists, primary screen, Fluo-8 calcium fluorescence, CHO-K1 cells, HTS | Muscarinic acetylcholine receptor M1 (Homo sapiens), P11229 | CHO-K1 hM1, agonist mode; 0% DMSO, 100% acetylcholine EC100 | activation, % at 3 µM | 0.33% of 360,000 active;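 active = activation above the run's mean compound activation plus 3 SD, cut at about 16% in these data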;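 note: peak over basal fluorescence ratio within a 140 s kinetic read after compound addition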
Target sequence (P11229 whole entry, looked up): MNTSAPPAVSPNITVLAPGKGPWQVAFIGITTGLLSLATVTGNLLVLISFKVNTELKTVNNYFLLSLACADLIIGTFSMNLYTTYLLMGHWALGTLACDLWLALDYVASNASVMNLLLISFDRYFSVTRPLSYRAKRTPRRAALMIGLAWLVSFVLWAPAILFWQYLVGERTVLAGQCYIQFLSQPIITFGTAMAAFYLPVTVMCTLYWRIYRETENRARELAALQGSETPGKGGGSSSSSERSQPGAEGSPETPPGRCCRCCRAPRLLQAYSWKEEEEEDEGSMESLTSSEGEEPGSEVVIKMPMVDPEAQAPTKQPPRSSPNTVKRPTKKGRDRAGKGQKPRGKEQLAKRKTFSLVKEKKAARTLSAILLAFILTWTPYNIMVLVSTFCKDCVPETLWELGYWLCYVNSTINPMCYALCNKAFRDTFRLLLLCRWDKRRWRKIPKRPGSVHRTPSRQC
CHO-K1 Ca PAM: nonselective calcium activators in parental CHO-K1 cells, primary screen, counter-screen for M1 PAM project, cell-based, Fluo-8 calcium fluorescence, full deck, 1536-well | activation, % at 3 µM | ATP EC20; 0% at ATP EC20, 100% at ATP max | 0.02% of 360,000 active | AID 602247, 2012;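 active = activation above the run cutoff, the mean activation of all test compounds plus 3 SD, cut at about 40% in these data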;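 note: peak over basal fluorescence ratio in a 140 s read after ATP addition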
M1 antag: human M1 muscarinic receptor antagonists, primary screen, CHO-K1 cells, Fluo-8 calcium fluorescence, 1536-well. Muscarinic acetylcholine receptor M1 (Homo sapiens), P11229. CHO-K1 hM1, ACh EC80 antagonist. inhibition, % at 3 µM. 1.3% of 360,000 active. AID 588852, 2011;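 active = percent inhibition above its own plate's cutoff, namely the mean of that plate's compound wells plus 3 SD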;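 note: peak over basal fluorescence ratio during 140 s after agonist addition; 0% = ACh EC80 plus DMSO and 100% = DMSO alone without agonist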
CHO parental Ca: ATP-evoked calcium signal inhibitors, parental CHO, primary screen, counter-screen for OX1R antagonist project, cell-based, fluorescence, Fluo-8 calcium dye. inhibition, % at 5.6 µM. AID 463079, 2010. parental CHO-K1, ATP-induced calcium, Fluo-8 fluorescence. 0.63% of 330,000 active;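 active = inhibition above that plate's mean sample inhibition plus 3 SD, cut at about 26% in these data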;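 note: 0% = ATP-challenged DMSO wells and 100% = DMSO wells without ATP; some compounds past the cut are filed as inactive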
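material = parental CHO cells | also added = ATP as calcium-mobilizing challenge | dosing = single point at 5.6 µM | detection = intracellular calcium via Fluo-8 no-wash fluorescent dye | read-out = % inhibition | benchmarks = low control ATP plus DMSO, high control DMSO only | repeats = one well per compound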
CHO-K1 Ca antag: nonselective inhibitor or artifact in parental CHO-K1 cells. 0.6% of 360,000 active. ATP-induced calcium, Fluo-8 fluorescence. AID 602250. inhibition, % at 3 µM;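 active = inhibition above a per-plate cutoff, the plate's mean sample inhibition plus 3 SD, cut at about 24% in these data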;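 note: 0% = DMSO plus EC80 ATP and 100% = DMSO alone without ATP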
TAAR1 antag: human TAAR1 antagonists, primary screen, Fluo-8 calcium fluorescence, CHO RD-HGA16 cells | antagonist | AID 624466, 2012 | inhibition, % at 3 µM | 1.5% of 360,000 active;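 active = inhibition above a per-plate cutoff, the mean inhibition of test compounds on that plate plus 3 SD, cut at about 49% in these data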;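 note: 0% = DMSO plus EC80 beta-PEA response and 100% = DMSO alone without agonist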
Target sequence (Q96RJ0 whole entry, looked up): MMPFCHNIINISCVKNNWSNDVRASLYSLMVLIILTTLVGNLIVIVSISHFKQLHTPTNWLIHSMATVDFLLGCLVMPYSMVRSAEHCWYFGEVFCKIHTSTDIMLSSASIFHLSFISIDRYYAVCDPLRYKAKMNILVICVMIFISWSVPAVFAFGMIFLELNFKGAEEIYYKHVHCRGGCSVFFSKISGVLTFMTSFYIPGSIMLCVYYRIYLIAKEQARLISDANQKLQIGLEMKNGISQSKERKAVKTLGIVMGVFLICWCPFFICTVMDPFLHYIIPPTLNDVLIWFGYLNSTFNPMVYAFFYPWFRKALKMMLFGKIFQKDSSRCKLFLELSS
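Test system – hTAAR1-expressing CHO RD-HGA16 cells, Gα16-coupled · Reagent – β-PEA at EC80 concentration, post-compound challenge · Compound dosing – 3 µM, single point · Timing – 140 s kinetic read after compound, 140 s after agonist · Detection – Fluo-8 intracellular calcium dye fluorescence, real-time kinetic reads · Control set – DMSO and EC80 PEA controls · Repeats – n of 1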
M1 PAM: human M1 muscarinic receptor positive allosteric modulators, primary screen, CHO-K1 cells, Fluo-8 calcium fluorescence, 1536-well | Muscarinic acetylcholine receptor M1 (Homo sapiens), P11229 | CHO-K1 hM1, ACh EC20; 0% = ACh EC20, 100% = maximal ACh | activation, % at 3 µM | 0.088% of 360,000 active | AID 588819, 2011; in the data active = activation above about 19%, passing the limit was not always enough
TAAR1 ag: human TAAR1 agonists, primary screen, Fluo-8 calcium fluorescence, CHO RD-HGA16 cells; vehicle wells 0%, saturating PEA agonist 100%; activation, % at 3 µM; 0.99% of 360,000 active; AID 624467, 2012;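 active = activation above the mean activation of all test compounds in the run plus 3 SD, cut at about 38% in these data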
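Test system: RD-HGA16 (CHO) cells co-expressing Gα16 and hTAAR1 | Doses: Single dose, 3 µM | Schedule: 17-24 h seeding, 75 min 37 °C dye, 30 min RT | Evaluation: % activation from peak over basal fluorescence ratio, DMSO-to-PEA scaled | Technique: Kinetic Fluo-8 calcium fluorescence | Benchmarks: Low control DMSO, high control PEA (EC100)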
M1 ag parental: counter-screen for M1 agonists: effect in parental CHO-K1 cells. AID 602248, 2012. 0.48% of 360,000 active. Fluo-8 calcium fluorescence; scaled to maximal ATP response, vehicle zero. activation, % at 3 µM; in the data active = activation above about 15%;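 note: untransfected CHO-K1 host cells lacking M1 receptor as counterscreen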
Active calls of the source: *; / = not tested or not shown. Rows were taken by chance. About 4.4% of those tested had a hit in this group.

smiles	M1 ag	CHO-K1 Ca PAM	M1 antag	CHO parental Ca	CHO-K1 Ca antag	TAAR1 antag	M1 PAM	TAAR1 ag	M1 ag parental
COc1ccc(N2C(=O)C(CC(=O)Nc3ccccc3)N(Cc3ccc4c(c3)OCO4)C2=O)cc1 (stereo not given)	-2.9	15.4	0.0	-4.2	1.7	/	-1.1	/	7.5
CCC1NC(=O)c2cccnc2-n2c1nc1cc(F)ccc1c2=O (stereo not given)	-2.9	8.0	12.2	/	-12.5	-4.8	-7.9	0.7	0.0
Cc1ccc(S(=O)(=O)N2C[C@@H]3c4ccccc4N(S(=O)(=O)c4ccc(C)cc4)[C@@H]3[C@@H](C)C2CC(=O)c2ccccc2)cc1 (stereo not given in full)	0.3	21.6	-17.3	-2.3	-22.2	-28.6	11.9	1.2	0.9
COc1ccccc1N(CC(=O)NCCSCc1ccccc1)S(=O)(=O)c1ccccc1	-3.4	7.5	24.9	/	8.3	65.2*	-15.3	7.3	5.1
CCNc1nc(Oc2ccc(C#N)cc2)cc(C(F)(F)F)n1	-14.0	10.6	-4.5	-19.3	1.1	8.3	2.0	8.3	0.8
COc1ccc(/C(N)=N/OC(=O)/C=C/c2ccccc2)cc1	-1.4	16.7	1.6	-18.1	-2.9	-1.9	8.8	2.1	0.1
O=C1OC[C@H]2CCCN2C(=O)[C@@H](CC(=O)N(CCO)Cc2ccccc2)C/C=C\CC[C@@H]1Cc1ccc(F)cc1	-4.1	23.7	-9.2	-24.2	-17.3	8.5	9.9	8.6	-0.2
CC(C)(C)c1ccc(NC(=O)Cn2cnc3cc([N+](=O)[O-])ccc3c2=O)cc1	-8.2	4.9	-7.0	-14.6	1.0	-13.7	17.2	2.2	-0.1
CCCCCCCCCC[N+](C)(C)CC/C=C1/c2ccccc2Sc2ccc(Cl)cc21	-8.5	-0.1	82.5*	27.3	-15.5	/	-32.5	/	0.2
CCOc1ccc2nc(-c3ccccc3)nc(SCC(=O)OC)c2c1	-3.9	3.4	-1.5	-14.7	2.2	9.2	1.8	0.1	6.9
COc1ccc(-c2coc3c(C(=O)NCc4ccc(F)c(F)c4)cccc23)c(C)c1	-1.7	0.3	17.8	/	-10.3	41.1	-11.5	2.2	2.0
C=CCNC(=O)c1ccc(OC)cc1OC	-2.3	7.9	-0.8	-11.0	0.1	15.4	5.5	2.1	-0.1
COc1ccc(CCNC(=O)C(=O)NCC2OCCN2S(=O)(=O)c2ccc(F)cc2)cc1OC (stereo not given)	-4.8	10.0	-7.1	3.7	0.4	-12.0	4.8	2.2	1.1
CC(Nc1cc(N2CCN(C(=O)C(C)(C)C)CC2)ccc1[N+](=O)[O-])c1ccccc1 (stereo not given)	-6.5	14.5	2.2	-28.2	-10.8	2.1	-5.3	3.9	0.1
CCCC1C(=O)N2C(N(C)C)=Nc3ccc(C)cc3N2C1=O (stereo not given)	-1.1	1.2	-29.9	1.0	8.7	-22.2	5.8	-0.4	1.1
CC(NS(=O)(=O)OCC(Cl)(Cl)Cl)c1ccc(Br)cc1 (stereo not given)	-3.0	14.2	-4.6	-17.5	-8.1	19.9	3.8	25.0	1.4
CC(=O)N=c1c(C#N)cc2c(=O)n3cccc(C)c3nc2n1Cc1ccco1	-7.0	2.2	-10.7	-18.6	0.5	-55.5	3.3	-0.7	0.5
COc1ccc(C(=O)N/N=C\c2ccoc2)cc1	-1.5	-13.9	-1.0	0.3	6.4	-14.8	3.4	0.5	0.5
CCOC(=O)c1c(NC(=O)CSc2nnnn2C)sc(CC)c1C	-4.9	11.8	5.7	-30.7	1.8	-28.6	-3.7	14.8	0.3
COc1ccc(-c2ccc(CCC(=O)O)n2CC(=O)Nc2ccccc2C)cc1	-3.7	-6.4	-1.7	-8.9	11.1	-10.8	4.8	0.2	3.6
CCOc1ccc(/C=N/NC(=O)COc2ccccc2-c2ccccc2)cc1	-3.2	11.3	-31.7	-17.0	3.6	33.9	8.1	7.2	0.3
CCCc1ccc(C(O)c2ncc(-c3cccc(C)c3)[nH]2)cc1 (stereo not given)	1.7	3.9	-5.4	/	-0.2	3.7	-0.9	1.6	3.5
COc1ccc(NC(=S)N2CCN(c3ncccn3)CC2)cc1	-5.2	19.0	-7.6	-5.5	-5.9	14.5	8.0	-0.1	2.0
Cc1nnc(NC(=O)CSc2n[nH]c(-c3ccccc3C)n2)s1	-3.1	-10.7	-3.6	-3.3	-6.7	-9.9	5.3	2.0	0.1
CN(CC(=O)NCCN1CCCCCC1)S(=O)(=O)c1cccc2nsnc12	-3.4	-1.1	9.6	-19.7	1.8	4.9	-4.1	-0.9	0.0
O=C(Cc1ccccc1F)Nc1ccc(SC(F)F)cc1	-8.4	15.4	-5.4	-3.8	-6.7	1.1	3.0	4.0	0.3
COC(=O)c1ccc(OCCOc2ccccc2C)cc1	-3.5	11.4	-0.1	-1.8	-0.7	-1.6	-1.9	8.5	1.1
CC(C)C(NC(=O)c1ccccc1NC(=O)C(C)(C)C)C(=O)N1CCOCC1 (stereo not given)	-2.7	-7.4	18.6	-6.3	1.0	0.4	-5.6	17.4	-0.2
COc1ccc(/C=N/NC(N)=S)cc1OC(=O)c1cccc2ccccc12	1.8	4.3	-7.5	7.2	-0.1	21.0	7.1	4.0	1.0
COC(=O)[C@@H]1C[C@@H]2CC[C@@H](O)C[C@@H]2N1Cc1ccc(Cl)cc1	-3.8	17.2	-12.3	-35.5	-10.1	3.9	6.8	1.2	0.3
COCc1cc(CN(C)C(=O)c2oc3c(F)cccc3c2C)[nH]n1	-2.2	-1.2	-8.4	-24.9	-10.7	-3.8	1.7	0.1	2.1
CC(C)(c1ccccc1)c1ccc(OCCN)cc1	-2.5	3.7	10.6	3.3	-8.5	-8.7	0.3	37.0	16.5*
C=CCNc1nc(N)c([N+](=O)[O-])c(NCCO)n1	-0.5	13.1	17.1	1.0	-6.9	-19.9	-2.1	11.4	6.8
CCN1CCN(CCC(=O)Nc2ccc3c(c2)OCO3)CC1	-1.1	-2.2	4.0	2.3	9.2	-14.4	11.4	5.0	-0.1
CCN(CC)CC#CCC(O)(c1ccccc1)C1CCCCC1 (stereo not given)	-15.2	-6.0	98.8*	-19.8	18.8	-2.1	-38.0	9.9	16.1*
CCOC(=O)c1nc2cc3n(c(CC(C)C)c-2c1C)CC(C)=C3C	-5.4	-0.2	12.0	-12.6	9.5	-10.3	1.4	2.8	2.3
COc1ccc(CNC(=O)CSc2nnc(NC(=O)c3ccccc3F)s2)cc1	-2.6	11.8	-1.3	-7.3	-20.1	2.2	9.7	-0.4	0.6
C[C@@H](CN=[N+]=[N-])CN1CC[C@H](C(C)(C)C)CCC1=O	-5.3	27.5	17.6	-7.1	-10.6	-10.8	-9.6	11.6	-0.7
COc1ccc(N=C2SC(CC(=O)Nc3ccccc3OC)C(=O)N2Cc2ccco2)cc1 (stereo not given)	-4.7	19.3	8.8	-16.6	-5.7	-3.1	-3.6	0.5	0.6
Fc1ccccc1C1c2[nH]c3ccccc3c2CCN1CCCn1cccn1 (stereo not given)	-8.2	5.7	38.1*	-15.3	-8.2	-9.0	-21.5	5.1	0.2
Nc1c(-c2ccccc2)cnn1C1CCS(=O)(=O)C1 (stereo not given)	-2.7	0.7	-3.4	-1.9	-1.3	20.2	5.2	5.0	0.0
CCOCC(=O)Nc1ccc(S(=O)(=O)Nc2nccs2)cc1	3.9	14.9	-29.8	-13.2	8.6	3.6	19.7	2.1	0.5
O=S1(=O)CC(N2CCSCC2)CN1Cc1cn(Cc2cccc(Cl)c2)nn1 (stereo not given)	/	15.8	/	/	-18.8	-4.3	/	3.3	1.6
CC(C)c1ccc(/C=C/C(=O)NC2CCCCC2)cc1	-5.8	5.1	-6.2	-8.3	2.6	-1.5	-0.9	5.6	0.0
CC(=O)Nc1ccc(-c2ccnc3c2CC(C)(C(=O)Nc2ccc(Cl)c(C(F)(F)F)c2)O3)cc1 (stereo not given)	-2.4	7.9	13.6	/	0.9	1.9	-10.0	0.3	1.5
N#CCc1ccc(NC(=O)CSc2nnc(C3CC3)n2C2CC2)cc1	-7.3	7.2	-11.2	-7.5	-10.1	-9.3	11.7	1.8	0.8
COc1ccc2cc1Oc1ccc(cc1)C[C@H]1c3c(cc4c(c3Oc3cc5c(cc3OC)CCN(C)[C@@H]5C2)OCO4)CCN1C	-7.5	15.7	-32.1	-12.3	-2.7	-27.2	-6.0	16.2	-0.1
CC(=O)NCCOc1nc(N(C)C)nc(N2CCCCC2)n1	-8.7	-3.4	-4.7	-8.8	9.7	-13.8	11.7	6.5	-0.2

TAAR1 antag: entries above that show a hit.
| Structure | M1 antag | TAAR1 antag | M1 PAM |
| --- | --- | --- | --- |
| COc1ccccc1N(CC(=O)NCCSCc1ccccc1)S(=O)(=O)c1ccccc1 | 24.9 | 65.2* | -15.3 |

The list continues.
smiles	M1 ag	CHO-K1 Ca PAM	M1 antag	CHO parental Ca	CHO-K1 Ca antag	TAAR1 antag	M1 PAM	TAAR1 ag	M1 ag parental
O=C(Nc1ccc(F)cc1F)C1(c2cccs2)CCOCC1	-2.9	10.4	-17.4	-7.9	-8.8	-2.5	13.4	-0.6	0.2
Cc1ccc(C2=NOC(C)(c3nnc(-c4ccc(F)cc4)o3)C2)cc1 (stereo not given)	-5.7	14.1	-6.9	-20.1	-15.2	12.2	9.1	6.7	-0.7
CCC(C)(C)C(=O)Nc1ccc(C(N)=O)cc1	-3.0	-11.1	14.6	28.5	15.2	-7.9	-6.0	7.7	-0.5
CCCCOc1ccc(C(=O)NNC(=O)c2cnccn2)cc1OC	-1.2	1.4	-9.4	-1.4	7.1	-0.5	3.9	1.2	0.5
Cc1c(-c2csc(N)n2)c2ccccc2n1C	-8.8	2.7	-13.2	-8.0	-9.7	-23.9	5.7	7.6	-0.3
C[C@@H]1CN([C@@H](C)CO)S(=O)(=O)c2ccc(Br)cc2O[C@@H]1CN(C)S(=O)(=O)c1cn(C)cn1	-2.4	-7.3	-18.0	/	1.1	2.5	6.2	0.6	0.4

Source: PubChem BioAssay (The Scripps Research Institute Molecular Screening Center)
